# Bioassay records as filed in PubChem BioAssay.
# Pf apPOL inh = Pf-apPOL DNA polymerase inhibition; Recombinant Pf-apPOL, molecular beacon fluorescence, 1.5 h; inhibition, % at 10 µM; 210,000 compounds, 0.25% hits
# mHTT CaM bind = inhibitors of human mutant huntingtin-calmodulin interaction; inhibition, % at 15 µM; AlphaScreen His-mHTT/GST-CaM binding, luminescence; 190,000 compounds, 3.6% hits; P42858; AID 1671202;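 also: 0% = both proteins with DMSO and 100% = one protein alone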
# Target sequence (P42858 whole entry, looked up, stated change not applied): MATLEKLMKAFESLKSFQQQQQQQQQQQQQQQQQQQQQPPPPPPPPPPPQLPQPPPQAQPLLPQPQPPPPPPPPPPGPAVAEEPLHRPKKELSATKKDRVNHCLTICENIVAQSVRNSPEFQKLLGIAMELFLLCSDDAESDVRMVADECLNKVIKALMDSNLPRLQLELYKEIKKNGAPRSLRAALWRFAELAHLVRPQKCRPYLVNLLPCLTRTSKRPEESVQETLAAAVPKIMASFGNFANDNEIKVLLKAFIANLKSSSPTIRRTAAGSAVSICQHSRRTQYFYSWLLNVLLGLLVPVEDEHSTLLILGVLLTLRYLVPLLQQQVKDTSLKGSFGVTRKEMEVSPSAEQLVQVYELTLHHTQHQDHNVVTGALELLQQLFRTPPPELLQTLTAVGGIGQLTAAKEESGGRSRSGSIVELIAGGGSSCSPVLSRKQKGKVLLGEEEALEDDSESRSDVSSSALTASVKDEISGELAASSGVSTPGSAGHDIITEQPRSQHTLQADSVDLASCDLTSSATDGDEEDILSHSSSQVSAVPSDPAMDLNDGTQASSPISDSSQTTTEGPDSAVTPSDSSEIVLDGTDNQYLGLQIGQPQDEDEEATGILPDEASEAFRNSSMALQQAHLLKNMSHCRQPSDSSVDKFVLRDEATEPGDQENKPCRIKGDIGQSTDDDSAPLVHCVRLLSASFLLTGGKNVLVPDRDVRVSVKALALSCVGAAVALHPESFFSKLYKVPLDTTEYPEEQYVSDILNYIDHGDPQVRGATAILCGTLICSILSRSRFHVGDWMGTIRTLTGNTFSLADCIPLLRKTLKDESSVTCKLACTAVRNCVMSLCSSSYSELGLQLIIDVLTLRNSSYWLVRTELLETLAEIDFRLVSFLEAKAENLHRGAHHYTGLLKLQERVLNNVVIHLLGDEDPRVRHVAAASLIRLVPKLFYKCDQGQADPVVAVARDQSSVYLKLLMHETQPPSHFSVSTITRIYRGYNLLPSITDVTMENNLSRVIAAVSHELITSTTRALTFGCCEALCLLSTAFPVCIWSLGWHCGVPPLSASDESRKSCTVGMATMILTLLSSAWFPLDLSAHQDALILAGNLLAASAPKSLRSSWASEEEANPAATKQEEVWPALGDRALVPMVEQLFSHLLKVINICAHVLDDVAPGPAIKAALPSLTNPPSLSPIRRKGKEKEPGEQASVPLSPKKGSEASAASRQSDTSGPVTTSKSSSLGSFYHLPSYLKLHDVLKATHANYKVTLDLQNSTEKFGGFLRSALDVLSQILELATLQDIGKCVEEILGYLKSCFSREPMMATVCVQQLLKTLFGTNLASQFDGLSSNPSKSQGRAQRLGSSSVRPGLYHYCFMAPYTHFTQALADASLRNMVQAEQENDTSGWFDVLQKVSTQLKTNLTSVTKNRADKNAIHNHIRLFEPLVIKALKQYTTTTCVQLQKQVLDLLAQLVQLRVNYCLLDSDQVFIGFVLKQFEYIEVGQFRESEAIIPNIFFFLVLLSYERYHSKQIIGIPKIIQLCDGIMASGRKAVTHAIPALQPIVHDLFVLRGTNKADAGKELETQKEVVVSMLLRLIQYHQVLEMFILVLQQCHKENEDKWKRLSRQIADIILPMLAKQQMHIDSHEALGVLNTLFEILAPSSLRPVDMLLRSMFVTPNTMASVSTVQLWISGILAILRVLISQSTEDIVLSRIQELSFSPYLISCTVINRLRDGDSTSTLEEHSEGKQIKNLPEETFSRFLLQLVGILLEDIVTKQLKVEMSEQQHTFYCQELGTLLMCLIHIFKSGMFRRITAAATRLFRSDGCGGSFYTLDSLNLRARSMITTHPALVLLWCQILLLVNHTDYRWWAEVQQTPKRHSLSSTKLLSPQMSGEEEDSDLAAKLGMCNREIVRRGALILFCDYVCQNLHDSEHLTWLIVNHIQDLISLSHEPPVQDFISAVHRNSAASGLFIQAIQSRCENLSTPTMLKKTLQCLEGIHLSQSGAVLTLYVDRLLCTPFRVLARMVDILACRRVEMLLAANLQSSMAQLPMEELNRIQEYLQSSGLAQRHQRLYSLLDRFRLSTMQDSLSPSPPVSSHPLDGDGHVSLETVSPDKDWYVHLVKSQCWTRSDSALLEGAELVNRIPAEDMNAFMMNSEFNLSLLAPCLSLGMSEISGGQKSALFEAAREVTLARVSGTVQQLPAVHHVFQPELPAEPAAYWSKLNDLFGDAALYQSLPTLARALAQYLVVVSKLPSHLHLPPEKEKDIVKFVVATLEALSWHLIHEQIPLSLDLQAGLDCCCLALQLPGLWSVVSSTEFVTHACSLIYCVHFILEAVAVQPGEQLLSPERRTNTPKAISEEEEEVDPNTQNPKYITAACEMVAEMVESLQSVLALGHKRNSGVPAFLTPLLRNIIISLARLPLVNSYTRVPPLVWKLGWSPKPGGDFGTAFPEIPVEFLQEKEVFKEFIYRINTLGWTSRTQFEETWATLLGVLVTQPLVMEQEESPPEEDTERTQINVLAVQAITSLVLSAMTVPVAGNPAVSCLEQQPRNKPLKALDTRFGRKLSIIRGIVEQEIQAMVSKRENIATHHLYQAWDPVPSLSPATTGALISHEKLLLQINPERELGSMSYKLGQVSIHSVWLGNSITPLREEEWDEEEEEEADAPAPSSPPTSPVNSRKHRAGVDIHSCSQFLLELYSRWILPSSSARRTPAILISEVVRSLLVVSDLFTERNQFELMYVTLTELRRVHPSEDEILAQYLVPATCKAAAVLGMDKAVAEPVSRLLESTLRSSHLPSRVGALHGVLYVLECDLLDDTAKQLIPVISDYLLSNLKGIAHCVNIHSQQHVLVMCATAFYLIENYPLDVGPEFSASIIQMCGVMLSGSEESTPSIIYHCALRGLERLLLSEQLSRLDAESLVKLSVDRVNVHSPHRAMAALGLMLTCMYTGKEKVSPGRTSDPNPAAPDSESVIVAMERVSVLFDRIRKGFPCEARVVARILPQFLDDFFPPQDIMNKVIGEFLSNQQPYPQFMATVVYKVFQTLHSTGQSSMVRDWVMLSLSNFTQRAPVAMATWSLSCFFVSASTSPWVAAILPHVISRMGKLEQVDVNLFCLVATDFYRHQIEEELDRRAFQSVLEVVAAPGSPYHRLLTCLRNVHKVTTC
# * hit, by the source's call; x = no result given; & = joins results of further samples. Rule as the data show it: active = inhibition above about 50%; inactive = the rest.
SMILES,Pf apPOL inh,mHTT CaM bind
Nc1ccc(-c2nc3ccccc3n2CCOc2ccccc2)cc1,11,37
COc1cccc(C2(C(N)=O)CC2)c1,-4,3
Cc1ccccc1N1C(=O)C2C3C=CC(C3=C3CCCC3)C2C1=O (stereo not given),-2,-1
Cn1cnnc1C1CCCN(C(=O)c2ccc3ccccc3n2)C1 (stereo not given),-5,-5
CSc1nnc2c(n1)OC(c1ccc(O)cc1)Nc1ccccc1-2 (stereo not given),16,4
CCCS(=O)(=O)N1CCc2ccc(NC(=O)c3ccc(OC)c(OC)c3OC)cc2C1,-20,13
COc1cccc(CNC(=O)CN2CCC3(CC2)N=C(c2ccc(Cl)cc2)C(=O)N3)c1,-1,-1
COc1cccc(N(CC(=O)Nc2ccc(I)cc2)S(C)(=O)=O)c1,-2,-1
COc1ccc(CNC(=O)c2ccccc2O)cc1,0,-13
c1ccc(Nc2ncnc3c2sc2ncccc23)cc1,-14,x
OC(C#CCC(O)c1ccccc1)c1ccccc1 (stereo not given),-4,-13
O=C1c2cccc([N+](=O)[O-])c2C(=O)N1CN1CCCc2ccccc21,-4,3
Cc1ccc(CNC(=O)c2ccc3ncnc(N4CCCC4)c3c2)cc1C,1,-2
CC(C)CNC(=O)C(=O)NCC(F)(F)F,-2,-7
COc1ccccc1-c1coc2c3c(ccc2c1=O)OCN(C1CCS(=O)(=O)C1)C3 (stereo not given),-5&0,-3&-7
Cc1c(N=c2c(=O)c3ccccc3c2=O)c(=O)n(-c2ccccc2)n1C,3,12
O=C(CCn1cc(C(F)(F)F)ccc1=O)Nc1cccc(C(F)(F)F)c1,1,x
CN(C)Cc1c(O)ccc2c(=O)c(-c3ccc(Br)cc3)c(C(F)(F)F)oc12,-5,2
CCc1cc(=O)[nH]c(-n2nc(C)cc2NC(=O)COc2ccccc2F)n1,-57,-3
COc1ccccc1N1CCN(C(=O)CN(c2cccc(Cl)c2Cl)S(C)(=O)=O)CC1,1,26
CCCCOc1cc2oc(=O)cc(-c3ccccc3)c2cc1Cl,3,-15
O=C(C1CCCC1)N1CCOCC1CO (stereo not given),2,0
CCCN1CCC(=O)N([C@H](CSc2ccc(OC)cc2)Cc2ccccc2)CC1,-1&-5,28&33
Cc1ccc2[nH]c3c(c2c1)CC(NC(=O)Cc1ccccc1C)CC3 (stereo not given),3,42
CCOc1nccnc1N1CCC(NC(=O)c2ccsc2)C1 (stereo not given),-3,0
O=C(c1ccc(Cl)cc1)N1CCc2sccc2C1c1ccc(C(F)(F)F)cc1 (stereo not given),-1,x
CC(C)c1ccc(CN2CCN(c3ccc([N+](=O)[O-])cc3)CC2)cc1,-2,32
COc1ccc(S(=O)(=O)N2CCC(C(=O)NCCc3ccccc3)CC2)cc1OC,-6,4
Cn1c2c(c(=O)n(C)c1=O)C(c1ccccc1F)C(C#N)=C(N)O2 (stereo not given),-2&-4,1&-3
CNc1nc(-c2ccccn2)nc(C)c1Cl,2&1,x
COc1cc(N2C(=O)c3c(C)nc4ccccc4c3C2=O)cc(OC)c1OC,-1,-3
COc1ccc(CNS(=O)(=O)/C=C/c2ccc(OC)cc2CNC(=O)OC(C)(C)C)cc1,-2,-10
CS(=O)(=O)N1CCN(C(=O)CCCn2nc(-c3ccc(F)cc3)ccc2=O)CC1,-4,-7
N#Cc1ccc(C2=COC3(CCCN(C(=O)c4ccco4)C3)C2)cc1 (stereo not given),-7,-4
CCc1noc(C2CCCCN2C(=O)c2cnccn2)n1 (stereo not given),0,-1
COc1ccc(-c2nnn(Cc3ccccc3F)n2)cc1,-3,-35
COc1ccc(CC(=O)Nc2cc(C)c(C)cc2Br)cc1,2,1
COc1ccc(-c2cc(C(F)(F)F)n3ncc(C(=O)NC(C)(C)CC(C)(C)C)c3n2)cc1OC,-2,-6
CCC1CCCCN1S(=O)(=O)c1ccc(C(=O)Nc2nnc(-c3cccs3)o2)cc1 (stereo not given),-1,20
O=C(Nc1nnc(C2CC(=O)N(c3ccccc3)C2)o1)c1cccc(Cl)c1 (stereo not given),-2,61*
O=C(CN1C(=O)C(c2ccccc2)=NC12CCCC2)Nc1cccc(Cl)c1,-1,74*
CCN1C(=O)c2cccnc2Sc2cc(NC(=O)c3cccc(F)c3)ccc21,-1,9
Cc1cc(C(=O)NNS(C)(=O)=O)nn1C(C)(C)C,2,x
N#Cc1c(-c2cccs2)cc(-c2ccccc2)nc1SCC(N)=O,4,18
Cc1oc(C2CCN(C(=O)Nc3cccc(C#N)c3)CC2)nc1C(=O)N1CCCC1,-9,2
O=S(=O)(Nc1cccc2nsnc12)c1ccc(Cl)s1,-6&11,x
CC(C)Cn1c(=O)c(N2CCN(C(=O)C3CCCCC3)CC2)nc2ccccc21,2,-18
CCOC(=O)C1C2C=CC3(CN(CC(C)C)C(=O)C13)O2 (stereo not given),-4,-11
COc1ccc(CN2CCCC(C(=O)N3CCCCC3)C2)c(OC)c1 (stereo not given),3,1
O=C(CC1CCCCC1)N1CCOCC1CO (stereo not given),-6,-1
Cc1sc2nc[nH]c(=O)c2c1S(=O)(=O)N1CCN(C)CC1,1,-1
COCCNC(=O)CCC1CCCN(C(=O)Nc2cccc(F)c2)C1 (stereo not given),-4,-12
Cc1ccc(-c2nnc(-c3ccc(Br)o3)o2)cc1,0,-10
CCOc1ccc(N(C(C)C(=O)Nc2c(C)cccc2C)S(C)(=O)=O)cc1 (stereo not given),-5,7
COC(=O)c1ccccc1S(=O)(=O)N1CCCn2nc(-c3ccncc3)cc2C1,0,2
Cc1ccc(S(=O)(=O)NN=Cc2ccc3c(c2)OCO3)cc1,3,x
O=C1CSC(c2ccccc2[N+](=O)[O-])N1c1ccc(Cl)cn1 (stereo not given),-2,20
O=C(Cc1cccs1)N1CCc2c(nc(-c3ccc(F)cc3)[nH]c2=O)C1,2,-8
Fc1ccccc1C1C2=C(Nc3ncnn31)c1cc(Cl)ccc1OC2c1ccncc1 (stereo not given),1,21
CCCCCCNC(=O)c1c[nH]c2ccc(S(=O)(=O)N3CCC4(CC3)OCCO4)cc2c1=O,-12,2
# Next compounds follow.
SMILES,Pf apPOL inh,mHTT CaM bind
CC(=O)C1=C(O)C(=O)N(CCO)C1c1cccc(F)c1 (stereo not given),3,0
COc1ccc(C(=O)N2CCn3c(nnc3C(C)C)C2)cn1,-4,-4
CCN1c2cc(C)ccc2-n2cccc2C12CCN(C(=O)Nc1ccc(C)cc1)CC2,-6,44
COc1ccc(S(=O)(=O)NCC2CCN(Cc3cc(C)oc3C)CC2)cc1Cl,0,2
Cc1nnc(-c2ccccc2)n1-c1ccc([N+](=O)[O-])cc1,-2,8
COc1ccc(C)cc1-n1ccn(Cc2ccncc2)c(=O)c1=O,-3,-12
COc1cccc(C(=O)N2CCC3(CC2)NC(=O)c2ccc(F)cc2N3C)c1,0,2
CC(C)=CCCC1=CCC(C(=O)O)C(C(=O)O)C1 (stereo not given),-5,x
C=C(C)CSC1=C(C#N)C(c2ccc3c(c2)OCO3)CC(=O)N1 (stereo not given),-2,2
O=C(NCCc1ccc(Cl)cc1)C1CCN(S(=O)(=O)N2CCC3(CC2)OCCO3)CC1,-8,2
CCOC(=O)c1oc2cc(OCC(N)=O)ccc2c(=O)c1-c1ccc(OC)c(OC)c1,-6,6
O=C(c1cccc(Cl)c1)N1CCC2(C1)NC(=O)N(Cc1ccc(Cl)cc1)C2=O (stereo not given),-8,20
Cn1cc(C(=O)NCc2ccc(N3CCCCC3)cc2)c2cccnc21,-7,25
Cc1ccccc1NC(=O)C(C(=O)Nc1ccccc1C)c1ccccc1,-5,x
COc1cc(Cl)c(S(=O)(=O)NCCN2CCOCC2)cc1Cl,-1,3
CC1(C)Cc2c(sc(NC(=O)CN3C(=O)C4CC=C(Cl)CC4C3=O)c2C#N)CO1 (stereo not given),9,6
CC(=O)Nc1ccc(-c2noc(C3CCN(C(=O)C4CCCO4)CC3)n2)cc1 (stereo not given),-4,-5
CCOc1ccc(-n2c(=O)c3sccc3n(CC(=O)N(CC)CC)c2=O)cc1,0,-3
CCCc1cc(C2CCCN2C(=O)Nc2ccc(C)cc2Cl)no1 (stereo not given),-1,-10
CCOC(=O)c1oc2cc(O)c(CC)cc2c(=O)c1-c1ccccc1Cl,3,-2
CCc1ccc(C(=O)Nc2n[nH]c(C)n2)cc1,-8,-5
CC1=C(C(=O)Nc2cccnc2)C(c2cccs2)n2nc(SCc3ccccc3)nc2N1 (stereo not given),-2,22
CCOc1nccnc1N1CCC(N(C)C(=O)c2ccnn2C)C1 (stereo not given),-3,-2
Nc1nc(-c2ccc([N+](=O)[O-])cc2)cs1,-5,-2
CCOC(=O)C1=C(C)NC(C)=C(C(=O)OCC)C1c1cccs1,-5,x
CCC(C)NC(=O)Cn1cccc1-c1nc(-c2ccc(C)cc2)cs1 (stereo not given),2,-4
O=C(NCCCN1CCOCC1)C1CCN(c2cnn(Cc3ccccc3)c(=O)c2)CC1,-5,4
COc1cccc(OC)c1OCCN1CCOCC1,-8,-5
COc1cc(OC)cc(-c2nnc(SCC(=O)Nc3ccccc3)n2-c2ccc(F)cc2)c1,-1,8
O=C(NCCn1ccc2ccccc21)c1ccccc1I,5,2
CCOC(=O)N1CCN(c2ccc(C(=O)c3ccccc3)cc2F)CC1,-1,-34
CC(C)CC(=O)N1CCN(c2cccc(Br)c2)C(=O)C1C (stereo not given),-2,-1
COc1cc(C=O)ccc1OCc1cn(CC(=O)c2ccc(O)cc2)nn1,-4,-5
CCN(CC)C(=O)C1CCCN(c2cnn(C)c(=O)c2)C1 (stereo not given),3,-4
COc1ccc(N2CCC(CNS(=O)(=O)c3cccc(Cl)c3)C2)cc1 (stereo not given),2&-17,84*
Cc1cc(C)c(-c2noc(C)n2)c(NC(=O)c2ccccc2C(F)(F)F)n1,-2,-3
COc1cccc(CNC(=O)C2c3ccccc3CCN2C(C)=O)c1OC (stereo not given),0,-5
O=S(=O)(N=C(Nc1ccccn1)c1ccccc1)c1ccccc1,-5&1,3&-4
COc1cc(C(=O)Nc2nc(-c3cc(Cl)sc3Cl)cs2)cc(OC)c1OC,2,10
CCn1c(-c2cccs2)n[nH]c1=S,-7,x

# For reference, part of the list above:
SMILES,Pf apPOL inh,mHTT CaM bind
Fc1ccccc1C1C2=C(Nc3ncnn31)c1cc(Cl)ccc1OC2c1ccncc1 (stereo not given),1,21
CCCCCCNC(=O)c1c[nH]c2ccc(S(=O)(=O)N3CCC4(CC3)OCCO4)cc2c1=O,-12,2

# The list continues:
SMILES,Pf apPOL inh,mHTT CaM bind
Cc1[nH]cnc1C(=O)NN=Cc1ccc([N+](=O)[O-])s1,10,x
O=C(Nc1ccc(I)cc1)C1CCCC1,-4,-9
CC(C)n1cc2cc(C(=O)N3CCCC3)sc2c1,4,15
CN1CCN(C2=NC(=O)/C(=C/c3ccccc3)S2)CC1,-7,2
O=C(Nc1ccc(F)c(F)c1)c1ccc(Cn2cc(Br)cn2)o1,-1,-8
COc1ccccc1-c1coc2cc(OCc3ccc(F)cc3)ccc2c1=O,13,-3
COCC(=O)NC1CCN(c2ccccc2C(=O)N2CCCCC2C)CC1 (stereo not given),0,-4
CCSc1nc2ccccc2n1CC(=O)N1CCOCC1,-30&-4,-1&-1
COc1cccc(C2Nc3ccccc3C(=O)N2c2ccc(NC(C)=O)cc2)c1 (stereo not given),-4,4
O=C(Nc1ccc(NC(=O)c2ccco2)c(Cl)c1)c1cccc(F)c1,-6,4
CCOC(=O)c1ccc(NC(=O)N2CCCC2c2ccc(Cl)cc2)cc1 (stereo not given),-3,-11
CCNc1cc(N2CCCC(CCC(=O)Nc3ccc(OC)cc3)C2)ncn1 (stereo not given),-11,5
CN1CCN(NS(=O)(=O)c2ccc([N+](=O)[O-])cc2)CC1,-3,-4
Cc1nc(Cn2cccc2C(=O)Nc2ccc(C)c(F)c2)no1,-8,0

# Part of the list above in order of molar mass, smallest number first.
SMILES,Pf apPOL inh,mHTT CaM bind
CC(=O)C1=C(O)C(=O)N(CCO)C1c1cccc(F)c1 (stereo not given),3,0
Cc1nnc(-c2ccccc2)n1-c1ccc([N+](=O)[O-])cc1,-2,8
CCc1noc(C2CCCCN2C(=O)c2cnccn2)n1 (stereo not given),0,-1
CCN(CC)C(=O)C1CCCN(c2cnn(C)c(=O)c2)C1 (stereo not given),3,-4
COc1ccc(C(=O)N2CCn3c(nnc3C(C)C)C2)cn1,-4,-4
CCSc1nc2ccccc2n1CC(=O)N1CCOCC1,-30&-4,-1&-1
CCCCOc1cc2oc(=O)cc(-c3ccccc3)c2cc1Cl,3,-15
Cc1ccc2[nH]c3c(c2c1)CC(NC(=O)Cc1ccccc1C)CC3 (stereo not given),3,42
O=C1CSC(c2ccccc2[N+](=O)[O-])N1c1ccc(Cl)cn1 (stereo not given),-2,20
Cc1c(N=c2c(=O)c3ccccc3c2=O)c(=O)n(-c2ccccc2)n1C,3,12
COc1ccc(CN2CCCC(C(=O)N3CCCCC3)C2)c(OC)c1 (stereo not given),3,1
N#Cc1c(-c2cccs2)cc(-c2ccccc2)nc1SCC(N)=O,4,18
CCOC(=O)N1CCN(c2ccc(C(=O)c3ccccc3)cc2F)CC1,-1,-34
O=C(Nc1ccc(NC(=O)c2ccco2)c(Cl)c1)c1cccc(F)c1,-6,4
COc1cccc(CNC(=O)C2c3ccccc3CCN2C(C)=O)c1OC (stereo not given),0,-5
O=C(CN1C(=O)C(c2ccccc2)=NC12CCCC2)Nc1cccc(Cl)c1,-1,74*
O=C(Nc1nnc(C2CC(=O)N(c3ccccc3)C2)o1)c1cccc(Cl)c1 (stereo not given),-2,61*
CCN1C(=O)c2cccnc2Sc2cc(NC(=O)c3cccc(F)c3)ccc21,-1,9
CCOc1ccc(-n2c(=O)c3sccc3n(CC(=O)N(CC)CC)c2=O)cc1,0,-3
Cc1oc(C2CCN(C(=O)Nc3cccc(C#N)c3)CC2)nc1C(=O)N1CCCC1,-9,2
COc1ccccc1-c1coc2c3c(ccc2c1=O)OCN(C1CCS(=O)(=O)C1)C3 (stereo not given),-5&0,-3&-7
COc1cccc(CNC(=O)CN2CCC3(CC2)N=C(c2ccc(Cl)cc2)C(=O)N3)c1,-1,-1
